Screens: PubChem BioAssay, several laboratories
Cl transport mod: KCC2 (human) Cl- transport modulation; AID 1456; 190,000 tested, 2.2% active; KCC2 cells, thallium flux FluoZin-2 fluorescence; B-score of Tl+ flux slope (higher = more flux/activation; lower = inhibition) at 10 µM; Q9H2X9;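 active = thallium flux slope and its plate-corrected score both differing from the plate sample mean at a set confidence after two filtering rounds, in either direction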;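 also: slope of fluorescence scaled to starting intensity during 10 to 20 s after thallium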
zVAD death inh: blocks zVAD induced death of L929 cells. L929 zVAD necroptosis rescue, ATP luminescence, 24 h; with zVAD 60 µM. viability rescue, % at 10 µM. 220,000 tested, 0.38% active. AID 1377;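 active = activation, scaled between plate controls, above about 75%, limit read from the data; inactive = activation under that limit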;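 also: 0% = zVAD with DMSO and 100% = DMSO alone without zVAD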
FXIIa inh: inhibitors of human coagulation factor XIIa; P00748; purified FXIIa, Boc-QGR-AMC fluorogenic substrate, 2 h; inhibition, % at 5 µM; 220,000 tested, 0.3% active; in the data active = inhibition above about 40%;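 also: 0% = enzyme with no compound and 100% = blank without enzyme; many of its hits are not listed in these tables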
Rad51 HR inh: blocks human Rad51 in homologous recombination. Q06609. hRad51 DNA strand exchange, fluorescence dequenching. inhibition, % at 10 µM. 200,000 tested, 0.085% active;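 active = inhibition above 40% at the single screening dose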;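 also: 0% = DMSO control wells and 100% = blanks with heterologous ssDNA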
Target sequence (Q06609 whole entry, looked up): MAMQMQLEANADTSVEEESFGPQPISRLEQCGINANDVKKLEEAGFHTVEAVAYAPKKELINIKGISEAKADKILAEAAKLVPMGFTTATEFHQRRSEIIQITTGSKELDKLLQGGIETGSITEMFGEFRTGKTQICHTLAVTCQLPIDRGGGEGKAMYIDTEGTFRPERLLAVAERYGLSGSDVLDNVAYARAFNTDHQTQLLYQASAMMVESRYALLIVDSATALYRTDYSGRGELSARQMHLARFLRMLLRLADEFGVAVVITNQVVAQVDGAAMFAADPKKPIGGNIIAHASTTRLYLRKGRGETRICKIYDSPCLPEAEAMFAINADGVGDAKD
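Assay system: Human Rad51 nucleoprotein filaments preassembled on unlabelled ssDNA | Reagent: Donor/quencher-labelled 47-bp dsDNA substrate | Doses: One concentration, 10 µM final | Times: 37 °C 15-min filament assembly, 30-min compound preincubation, 15-min exchange | Technique: Fluorescein emission 520 nm, excitation 485 nm | Benchmarks: Plate control and blank wells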
Hck-Nef inh: inhibitors of human Hck kinase activated by Nef | AID 463187 | inhibition, % at 20 µM | 220,000 tested, 0.68% active | Recombinant Hck-YEEI plus Nef, Z-Lyte FRET kinase assay | P08631;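 active = Hck-Nef kinase inhibition above about 50%, limit read from the data; inactive = inhibition below that limit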;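 also: 0% = DMSO with Hck plus Nef and 100% = Hck alone without Nef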
FXIa inh: factor XIa (human) inhibition; 220,000 tested, 0.14% active; purified FXIa, Boc-Glu-Ala-Arg-AMC fluorogenic substrate; P03951; inhibition, % at 5 µM;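 active = inhibition of at least 40%; inactive = inhibition below 40%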;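 also: fluorescence of freed AMC excited at 355 nm; 0% = enzyme without compound and 100% = no enzyme blank; many of its hits are not listed in these tables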
TNF necrop inh: blocks TNF-alpha induced death of Jurkat FADD-/- cells. Jurkat FADD-/- TNF necroptosis rescue, ATP luminescence, 24 h; 0 = TNF only, 100 = no-TNF cells. activation (protection from cell death), % at 10 µM. 220,000 tested, 0.068% active;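 active = activation, meaning protection from cell death, of at least 50% relative to plate controls; inactive = activation below 50%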;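 also: necroptosis triggered by 40 ng/mL TNF-alpha added together with compound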
thrombin 1536: blocks human thrombin protease activity; inhibition, % at 5 µM; 220,000 tested, 0.26% active; alpha-thrombin, Boc-VPR-AMC fluorogenic substrate cleavage; P00734; AID 1046;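 active = inhibition at or above 40%; inactive = inhibition below 40%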;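 also: 0% = enzyme with no compound and 100% = wells without enzyme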
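System – human alpha-thrombin · Medium – pH 7.5 Tris (50 mM) with NaCl 150 mM, Tween 20 0.05% · Compound – single-point dosing at 5 µM, 0.2% DMSO · Incubation – enzyme reaction carried out at room temperature · Technique – fluorescence of released AMC, ex 355 nm, em 460 nm · Read-out basis – % inhibition of thrombin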
hK5 inh: kallikrein 5 (human) inhibition; recombinant hK5, fluorogenic AMC substrate cleavage; 210,000 tested, 0.59% active; inhibition, % at 5 µM; Q9Y337; AID 873;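 active = inhibition of 40% or more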;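 also: 0% = enzyme controls without compound and 100% = no-enzyme blanks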
Target sequence (Q9Y337 67-293 limits assumed): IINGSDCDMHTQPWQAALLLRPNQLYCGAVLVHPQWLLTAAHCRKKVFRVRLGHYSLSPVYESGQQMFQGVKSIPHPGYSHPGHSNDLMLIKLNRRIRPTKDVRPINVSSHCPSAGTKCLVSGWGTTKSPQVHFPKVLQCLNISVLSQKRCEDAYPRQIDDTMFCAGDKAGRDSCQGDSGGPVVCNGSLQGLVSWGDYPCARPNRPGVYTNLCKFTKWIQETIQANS
* hit, by the source's call; x = not tested or not shown; & = joins results of further samples. Not all compounds are listed; count on the stated rates, not on these rows.

smiles	Rad51 HR inh	zVAD death inh	Hck-Nef inh	hK5 inh	FXIIa inh	TNF necrop inh	FXIa inh	thrombin 1536	Cl transport mod
COc1ccc2nc3c(cc2c1)c(NC(=O)C1CCCO1)nn3CC(C)C (stereo not drawn)	-5.8	0.0	59.4*	-7.3	3.0	0.1	-3.5	4.1	-0.833
CCCOC(=O)CN1C(=O)c2ccccc2C1=O	0.4	1.5	4.8	3.9	24.8	0.1	4.0	4.7	x
Cc1cccc(CSc2nnc(NC(=O)c3ccco3)s2)c1	3.1	0.2	-0.9	-1.5	10.5	0.1	3.0	5.0	x
O=C1CCC(=O)N1c1nc2nc(-c3ccccc3)cc(=O)n2[nH]1	-3.9	1.0	-1.4	4.8	9.5	1.6	-24.8	-3.1	-0.28
CCc1nnc(NC(=O)CSc2nccn2-c2cccc(C)c2)s1	-1.4	0.1	5.5	-6.3	3.3	-2.1	-6.5	1.2	0.788
COC(=O)CCc1c(C)c(C(=O)c2cc(F)c(F)c(F)c2F)c2ccccn12	-4.5	0.3	-13.3	20.5	15.9	-0.1	18.3	-0.7	-0.207
COc1ccccc1OCC(=O)N1CCNC1=O	-9.4	0.6	21.6	4.8	5.0	0.4	-1.5	2.6	0.17
Cc1cc(C)c(N(CC(=O)NC(C)(C)C)C(=O)CNC(=O)c2cccs2)c(C)c1	-3.1	0.2	23.6	4.3	12.6	0.1	1.7	-1.5	0.423
S=C(Nc1ccccc1)N1CCN(c2ccc(N3CCOCC3)nn2)CC1	4.3	-0.2	25.7	-3.5	3.3	0.2	0.8	-8.4	-0.173
Cc1ccccc1OCC(=O)N/N=C1\SCC(=O)N1Cc1ccccc1	x	1.4	0.9	-2.6	8.2	2.1	1.0	-2.4	0.21
COC(=O)Nc1sc2c(c1C(=O)NC1CC1)CCCCCC2	1.9	0.9	-0.8	3.9	1.7	-0.5	3.4	8.6	x
Cc1cc(NC(=O)CSc2ncnc3ccccc23)no1	5.6	0.9	5.3	-2.7	21.0	7.6	4.1	-3.2	x
CCOC(=O)Cn1nnnc1CN(Cc1ccc(OC)cc1)Cc1cc2cc(CC)ccc2[nH]c1=O	-3.2	1.1	0.5	12.5	16.4	-7.1	2.3	2.0	0.107
CCOC(=O)c1cnc2ccc(C)cn2c1=O	-13.8	1.5	-1.0	-4.9	1.7	1.8	2.2	-6.2	-1.01
Cc1ccccc1Cn1cnc2c(nnn2Cc2ccc(F)cc2)c1=O	-8.6	-0.3	0.8	5.6	12.4	-1.3	13.0	0.9	0.107
COc1ccccc1-c1nnc(SCC(=O)O)n1-c1ccccc1	1.1	0.5	14.0	-4.5	0.5	1.0	-2.5	x	0.201
Cc1ccc(C)c(NC(=O)C2CCCN2/C=C/C(=O)C(F)(F)F)c1 (stereo not drawn)	6.4	-0.3	-2.4	-8.8	4.0	-2.2	3.6	-6.3	0.853
Cc1ccc(S(=O)(=O)n2[nH]c(=O)c(CCO)c2C)cc1	x	0.3	13.0	x	13.0	0.5	3.2	1.4	0.291
Cc1cc(C)cc(-n2c(C)cc(C=C(C#N)C#N)c2C)c1	-2.4	0.3	2.7	5.8	22.3	-1.5	5.8	0.5	-0.436
COC(=O)N/N=C/c1cccc(OC(=O)c2ccc3c(c2)OCO3)c1	4.6	0.1	26.4	7.6	7.7	0.7	13.3	8.1	-0.699
NC(=O)c1ccc(-n2nnnc2SCC(=O)c2ccc(O)c(O)c2)cc1	5.2	2.0	22.5	-6.4	4.4	0.2	4.3	1.9	-0.0669
O=C(COC(=O)c1ccc([N+](=O)[O-])o1)Nc1cccc2ccccc12	3.7	2.4	17.5	1.8	12.1	0.1	0.0	1.4	0.489
O=C(N/N=C/c1ccncc1)c1ccc(NC(=O)c2cccc(Cl)c2)cc1	16.8	2.4	-5.8	-10.2	-6.4	1.8	-2.5	-2.6	-0.05
COc1ccc2cc3c(N)nn(C(=O)c4cccc(F)c4)c3nc2c1	-33.8	1.4	7.7	-0.5	4.1	1.9	1.2	-1.1	1
CCCn1c(SCC(=O)Nc2nnc(CC)s2)nnc1-c1ccncc1	0.6	14.3	18.7	-0.6	8.0	0.4	-4.3	-14.5	-0.692
Cc1ccccc1NC(=O)Nc1nc2ccc(S(C)(=O)=O)cc2s1	-9.4	0.0	0.4	-4.8	10.3	1.5	16.5	-2.9	0.255
O=S1(=O)CCN(Cc2ccc(F)cc2)CC1	6.9	6.6	10.1	-19.5	-3.5	1.3	-4.9	2.4	-0.836
COc1ccc(C(=O)c2cnc[nH]2)cc1	x	0.9	13.2	0.1	5.1	6.1	2.6	-3.9	-0.546
CCn1c(SCC(N)=O)nnc1-c1ccc(OC)c(OC)c1	4.0	-0.4	11.5	-9.5	18.2	-2.0	-0.2	2.2	-0.414
CC(=O)Oc1ccc2ccccc2c1C(NC(=O)C(C)C)c1cccc([N+](=O)[O-])c1 (stereo not drawn)	7.7	-0.5	-2.1	-12.2	24.1	-2.0	3.0	-9.5	-0.0495
Nc1nc(SCC(=O)N2CCOCC2)n[nH]1	-5.4	2.6	-25.9	-3.7	x	0.1	-4.8	-9.1	0.901
Cc1ccc(S(=O)(=O)N2CCN(c3ccc([N+](=O)[O-])c(Sc4nncn4C)c3)CC2)cc1	4.9	0.5	-0.2	-5.9	-7.7	0.1	-11.1	-6.0	0.166
Cc1cc(C(=O)OCC(=O)N2CCN(c3ccccc3)CC2)c2ccccc2n1	-0.1	-0.1	1.9	7.5	33.6	-4.6	11.9	4.8	x
Cc1ccc(C2=NN(C(=S)Nc3ccccc3)C(c3ccco3)C2)cc1 (stereo not drawn)	1.4	0.1	2.0	9.1	14.7	-1.9	9.8	0.9	0.0808
CCOC(=O)C1CCCN(C(=O)c2sc3nc(C)nc(N4CCOCC4)c3c2C)C1 (stereo not drawn)	6.0	-0.1	1.4	2.1	11.2	-1.8	3.0	-2.0	0.951
Fc1ccccc1C1CCN(Cc2nc(CC3CC3)no2)C1 (stereo not drawn)	x	0.8	7.9	10.4	0.9	2.0	-2.1	-2.0	0.0664
CN(C)S(=O)(=O)c1ccc(C(=O)NCc2cccs2)cc1	-6.3	-0.1	1.1	-11.9	9.0	0.7	2.6	-1.4	1.01
COc1ccc(NC(=S)NCc2cccnc2)cc1OC	2.3	1.5	3.6	4.2	x	-0.2	0.9	2.2	0.362
COc1ccc(C(CC(=O)O)NC(C)=O)cc1OC (stereo not drawn)	x	-0.8	-1.3	-5.3	0.8	0.0	-9.8	-3.6	1.83
O=C(Cc1cc(=O)[nH][nH]1)N/N=C/c1cccc(Cl)c1Cl	18.9&6.4	2.4&1.1	18.8&3.6	0.1	7.5	-1.0&0.9	-1.1	0.1	-1.14&0.592
N/C(=N\OC(=O)CCCc1ccccc1)c1cccnc1	x	0.0	0.7	-24.3	6.5	1.8	4.4	-3.9	-0.295
CS(=O)(=O)N1CCN(c2ccc([N+](=O)[O-])c(N3CCOCC3)c2)CC1	x	-0.2	1.1	11.7	-3.2	-1.7	-4.5	1.0	0.417
COc1ccc2ncc(OC(C)=O)cc2c1	0.1	0.6	4.1	-21.5	15.1	1.7	8.1	40.1*	1.63
CC(=O)Nc1cccc(NC(=O)CSc2nnnn2C(C)C)c1	-7.9	0.0	-0.2	-4.2	5.9	0.9	-1.6	-1.7	-0.0175
COC(=O)c1ccccc1-c1ccc(/C=N/NC(=O)c2cc3ccccc3o2)o1	23.1	1.4	7.2	12.5	5.9	0.9	-0.9	21.1	-1.21
CC1=Nc2ccc(C)cc2/C1=C/c1c(N)n2oc(C)cc2nc1=O	-29.1&-15.0	0.4&14.2	-18.4&19.5	6.2&1.0	8.9&9.0	3.4&2.3	4.9&-0.7	5.0	0.0557&0.0787
CC(NCc1ccc2c(c1)OCO2)C(=O)N1CCc2ccccc21 (stereo not drawn)	-3.8	1.8	-0.6	-7.9	5.2	3.0	-8.3	-9.1	0.596
CC(O)C(NS(=O)(=O)c1ccc(Cl)cc1)C(=O)OCC(=O)N1CCN(c2ccccc2)CC1 (stereo not drawn)	-1.1	1.2	3.3	-4.1	8.1	2.2	5.7	0.0	0.0478

Six entries picked at random from those above, as already listed:
smiles	Rad51 HR inh	zVAD death inh	Hck-Nef inh	hK5 inh	FXIIa inh	TNF necrop inh	FXIa inh	thrombin 1536	Cl transport mod
CC(O)C(NS(=O)(=O)c1ccc(Cl)cc1)C(=O)OCC(=O)N1CCN(c2ccccc2)CC1 (stereo not drawn)	-1.1	1.2	3.3	-4.1	8.1	2.2	5.7	0.0	0.0478
Fc1ccccc1C1CCN(Cc2nc(CC3CC3)no2)C1 (stereo not drawn)	x	0.8	7.9	10.4	0.9	2.0	-2.1	-2.0	0.0664
CC(=O)Nc1cccc(NC(=O)CSc2nnnn2C(C)C)c1	-7.9	0.0	-0.2	-4.2	5.9	0.9	-1.6	-1.7	-0.0175
Cc1ccc(C2=NN(C(=S)Nc3ccccc3)C(c3ccco3)C2)cc1 (stereo not drawn)	1.4	0.1	2.0	9.1	14.7	-1.9	9.8	0.9	0.0808
O=C(Cc1cc(=O)[nH][nH]1)N/N=C/c1cccc(Cl)c1Cl	18.9&6.4	2.4&1.1	18.8&3.6	0.1	7.5	-1.0&0.9	-1.1	0.1	-1.14&0.592
CS(=O)(=O)N1CCN(c2ccc([N+](=O)[O-])c(N3CCOCC3)c2)CC1	x	-0.2	1.1	11.7	-3.2	-1.7	-4.5	1.0	0.417
